BoNT-F LC inh: blocks Botulinum neurotoxin F light chain protease | Multiplex microsphere protease cleavage assay, flow cytometry | inhibition, % at 10 µM | 360,000 compounds, 0.22% hits; in the data active = inhibition above about 35%, passing the limit was not always enough; note: plate controls were buffer without enzyme for full effect and enzyme alone for no effect
BioA inh: inhibitors of Mycobacterium tuberculosis BioA enzyme | inhibition, % at 9.99 µM | 360,000 compounds, 0.096% hits | purified M. tuberculosis BioA enzyme, plate reader; in the data active = inhibition above about 40%
FadD28 binding: inhibitors of Mycobacterium tuberculosis FadD28 bisubstrate binding; FadD28 bisubstrate probe binding, fluorescence polarization; inhibition, % at 12.5 µM; 360,000 compounds, 0.22% hits; in the data active = inhibition above about 8.5%, passing the limit was not always enough
Rv3671c inh: inhibitors of M. tuberculosis serine protease Rv3671c; P9WHR9; inhibition, % at 5.96 µM; 320,000 compounds, 0.048% hits; AID 2606; in the data active = inhibition above about 38%;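 note: extracellular domain of Rv3671c used as enzyme; 0% = enzyme with DMSO and 100% = no enzyme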
Target sequence (P9WHR9 whole entry, looked up, the tested form may be a part): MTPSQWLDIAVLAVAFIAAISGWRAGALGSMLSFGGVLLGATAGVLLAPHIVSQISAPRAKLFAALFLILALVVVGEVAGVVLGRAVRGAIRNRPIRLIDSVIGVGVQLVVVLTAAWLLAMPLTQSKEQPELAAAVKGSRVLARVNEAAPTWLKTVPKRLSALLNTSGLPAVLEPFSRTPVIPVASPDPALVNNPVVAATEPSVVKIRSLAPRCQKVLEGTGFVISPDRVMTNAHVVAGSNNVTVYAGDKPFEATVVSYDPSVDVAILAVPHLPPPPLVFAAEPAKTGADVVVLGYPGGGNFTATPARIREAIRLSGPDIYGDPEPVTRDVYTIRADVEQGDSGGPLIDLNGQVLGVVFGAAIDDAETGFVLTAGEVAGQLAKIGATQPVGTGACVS
GDH-TPI inh: counter-screen for M. tuberculosis FBA inhibitors: GDH-TPI coupled enzymes; GDH-TPI coupled enzyme counterscreen, NADH absorbance; 360,000 compounds, 1.2% hits; inhibition, % at 4.8 µM; in the data active = inhibition above about 30%;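 note: 0% = DMSO wells and 100% = wells lacking the enzyme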
UGM FP inh: inhibitors of M. tuberculosis UDP-galactopyranose mutase; purified UGM, fluorescence polarization probe displacement; 320,000 compounds, 0.06% hits; AID 504406; inhibition, % at 10 µM; in the data active = inhibition above about 10%, passing the limit was not always enough
MazF activator: activators of E. coli MazEF toxin-antitoxin RNase | activation, % at 20 µM | 350,000 compounds, 0.32% hits | FAM/BHQ RNA-DNA oligo cleavage fluorescence, 5 h; in the data active = activation above about 50%
Target sequence (P0AE70 whole entry, looked up): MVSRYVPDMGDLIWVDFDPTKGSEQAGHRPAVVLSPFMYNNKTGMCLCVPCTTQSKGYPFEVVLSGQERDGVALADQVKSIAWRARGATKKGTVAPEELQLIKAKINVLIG
Mtb FBA inh: Mtb fructose-bisphosphate aldolase inhibition; P9WQA3; purified M. tuberculosis FBA, fluorescence read-out; inhibition, % at 1 µM; 360,000 compounds, 2.3% hits; AID 588726; in the data active = inhibition above about 27%;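 note: 0% = vehicle and 100% = reference inhibitor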
Target sequence (P9WQA3 whole entry, looked up): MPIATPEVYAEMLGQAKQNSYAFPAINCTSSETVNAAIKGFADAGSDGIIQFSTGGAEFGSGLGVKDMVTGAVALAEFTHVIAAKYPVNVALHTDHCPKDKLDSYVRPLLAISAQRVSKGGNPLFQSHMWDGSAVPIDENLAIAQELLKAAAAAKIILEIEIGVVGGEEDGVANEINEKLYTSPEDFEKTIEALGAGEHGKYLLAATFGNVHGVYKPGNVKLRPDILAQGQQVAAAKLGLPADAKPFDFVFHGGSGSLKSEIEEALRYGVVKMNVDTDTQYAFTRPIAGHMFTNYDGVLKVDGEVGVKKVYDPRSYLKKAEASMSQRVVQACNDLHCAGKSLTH
PrPC surface inh: cell surface PrPC inhibition, primary TR-FRET screen. P04156. inhibition, % at 13.8 µM. AID 720596. TR-FRET read-out. 370,000 compounds, 0.43% hits; in the data active = inhibition above about 24%; note: 0% = median of the test wells and 100% = reference compound wells
Starred values were filed as active, the others as inactive; . = not tested or not shown.

A first look (2 entries):
Values run as follows: BoNT-F LC inh, BioA inh, FadD28 binding, Rv3671c inh, GDH-TPI inh, UGM FP inh, MazF activator, Mtb FBA inh, PrPC surface inh
- CCOC(=O)c1nn(-c2cccc(OC)c2)c2nc(CC)c(C#N)c(=O)n12
  -8, -2.9, -0.9, 2, 9, -0.6, -7, 2, -4
- COc1ccccc1CNc1nc(-c2cc(C)n(C)c2C)cs1
  -71, ., -4.6, ., 0, ., -13, 4, .

Results, previewed entries included:
Values run as follows: BoNT-F LC inh, BioA inh, FadD28 binding, Rv3671c inh, GDH-TPI inh, UGM FP inh, MazF activator, Mtb FBA inh, PrPC surface inh
- CCOC(=O)c1nn(-c2cccc(OC)c2)c2nc(CC)c(C#N)c(=O)n12
  -8, -2.9, -0.9, 2, 9, -0.6, -7, 2, -4
- COc1ccccc1CNc1nc(-c2cc(C)n(C)c2C)cs1
  -71, ., -4.6, ., 0, ., -13, 4, .
- CCc1c(C)nc(SCC(N)=O)c(C#N)c1C
  4, 0.8, -0.1, -1, 4, 2.1, -3, 1, 3
- Cc1cccc(-n2c(SCC(N)=O)nnc2-c2ccco2)c1
  18, -0.4, -0.3, 5, 15, 3.1, -2, 5, 0
- CN(C)C(=O)CSc1nnc(CCNC(=O)OC(C)(C)C)o1
  4, -6.6, 1.0, -1, 3, -1.1, 4, -1, -5
- N#CCSc1nc2sccc2c(=O)n1-c1ccccc1
  9, 1.9, -2.9, -11, -2, 1.2, 8, -2, -4
- C/C(=N/NS(=O)(=O)c1cc(C)ccc1C)c1ccc2c(c1)OCO2
  -2, 0.9, -0.4, ., 3, -1.0, 0, 0, 0
- CCn1c(SCC(=O)c2cc(OC)ccc2OC)nnc1C(C)C
  17, -1.3, 0.7, 0, 2, -2.3, -4, 5, 1
- CCOc1ccc(N(C)S(=O)(=O)c2ccc(C)c(C(=O)NCc3ccccc3OC)c2)cc1
  2, -0.7, -2.9, -8, -8, ., 0, -2, 14
- CC(Cc1cccnc1)NC(=O)c1cc(COc2ccc(F)cc2Cl)on1 (stereo unspecified)
  -10, -3.6, -0.1, -2, 9, 2.1, -13, 3, 0
- O=C(NCc1ccccn1)c1ccc(Cl)c(NC2=NC3CS(=O)(=O)CC3S2)c1 (stereo unspecified)
  -1, -1.4, -2.1, 5, -2, -0.9, 2, -2, 4
- CN1C(=O)Cc2cc(S(=O)(=O)Nc3ccc(Cl)cc3)ccc21
  10, ., -1.4, -29, -1, -1.3, -27, -1, 4
- CC(C)(C)n1nnnc1C(c1cccnc1)N(Cc1ccccc1)Cc1cccs1 (stereo unspecified)
  6, 2.3, -6.1, -8, -5, 0.4, -4, 1, 2
- CCCCCCSc1ccc([C@@H]2[C@H]3C(=O)N(CC)C(=O)[C@H]3[C@]3(C(=O)OC)CCCN23)cc1
  1, -1.5, -0.2, -3, 0, -3.7, -15, 1, 7
- O=C(c1[nH]ncc1-c1cccc(Br)c1)C1CO1 (stereo unspecified)
  -2, ., -1.0, 2, -7, -0.2, 11, 3, -4
- Cc1cccc2sc(NNC(=O)C3=COCCO3)nc12
  -5, ., -1.0, 10, 3, 0.7, -2, 7, 7
- O=C(O)C1(S(=O)(=O)c2ccc(Cl)cc2)CCC1
  -2, -1.2, ., 7, -4, 9.1, 4, -1, -2
- Cc1ccc(-c2nnc(N(C)C(=O)C3CCCO3)s2)cn1 (stereo unspecified)
  -14, -1.1, -2.3, 6, -2, 0.6, 5, 3, 1
- O=C1CCC(=O)N1CCSC(=S)N1CCSCC1
  -4, ., -1.3, 0, 6, -3.1, -3, 2, 2
- O=C1CCC[C@@H]2[C@H](Cc3ccccc3)[C@@H](O)C[C@@H]3CCN1[C@@H]32
  3, -0.3, -2.3, ., 6, ., -2, -2, -1
- O=C(N/C(=C/c1cn(-c2ccccc2)nc1-c1ccccc1)C(=O)N1CCOCC1)c1ccc(Cl)cc1Cl
  -4, -3.8, 1.9, 6, 5, 0.1, -8, 2, 6
- c1ccc2c(c1)CCNC2c1ccncc1 (stereo unspecified)
  ., 4.3, -1.4, -3, 17, -0.7, 2, 1, -6
- O=C(O)c1ccc(CN2C(=O)c3ccccc3S2(=O)=O)cc1
  -17, -1.6, -2.0, -4, 3, -0.7, 1, 3, 10
- O=C(Cc1ccc(Cl)cc1)Nc1ccccc1Sc1ccccc1
  -11, -1.6, -1.1, -5, 9, 0.8, 2, -2, 4
- CN(CC(=O)Nc1c(Cl)cccc1Cl)C(=O)CCCN1C(=O)c2ccccc2C1=O
  -14, -0.3, 0.1, -3, 5, 0.9, -8, 3, 2
- CCCOc1ccc(OC(=O)Cc2ccc(OC)c(S(=O)(=O)N3CCOCC3)c2)cc1
  8, ., -1.1, 3, 2, 0.4, 2, 3, 2
- COCCNC(=S)N1CCN(c2nc3ccccc3s2)CC1
  -5, ., -1.8, -4, -5, -1.1, 3, -1, -4
- COCCOc1cc(N(CC(=O)N(C)C)S(=O)(=O)c2ccccc2)c(Cl)cc1Cl
  -2, ., -0.2, 5, 6, -0.9, -3, 0, -5
- O=C(CSc1nnc(SCc2ccccc2)s1)N/N=C/c1c(Cl)cccc1Cl
  0, ., -5.0, -3, 10, 1.4, -3, -1, 0
- CCC(=O)NC(C)c1cc(Cl)c2cccnc2c1O (stereo unspecified)
  5, -1.8, -3.6, -5, 5, 4.1, 2, -2, 0
- CC(C)[N+](C)(CCOC(=O)C1c2ccccc2Oc2ccccc21)C(C)C
  -2, -1.1, -1.0, -3, 0, -2.6, -13, -1, 6
- COC(=O)c1cc(OC)c(OC)cc1NC(=O)Cc1ccccc1[N+](=O)[O-]
  -6, 2.8, 0.1, -1, 11, -1.2, 5, -1, -9
- COc1ccc(/C=C/C(=O)OCC(=O)c2ccccc2F)cc1
  -10, ., -0.7, -3, 9, -2.1, -4, 0, 4
- CCOC(=O)CNC(=O)CSc1nc(-c2ccccc2)ns1
  0, ., -0.9, 1, 5, 1.2, -6, 2, 0
- Cc1cn([C@H]2C[C@H](O)[C@@H](/C=C/C(=O)NCc3ccccc3)O2)c(=O)[nH]c1=O
  -2, -0.7, -4.0, ., ., ., ., -3, 3
- Cc1cc(C)nc(NS(=O)(=O)c2ccc(NC(=O)c3ccccc3Br)cc2)n1
  -6, -0.5, -2.2, ., -1, ., -1, 1, 6
- CC1(C)Cc2ccccc2-c2nc3n(c(=O)c21)CCS3
  -4, ., -2.8, -1, 11, 1.3, 3, 2, 4
- COC(=O)C(CCCN1C(=O)c2ccccc2C1=O)(NC(C)=O)c1nn[nH]n1 (stereo unspecified)
  1, ., -1.0, 5, 2, -3.1, 0, 4, -2
- COc1ccc(Cc2cc(-c3ccc(F)cc3)n[nH]c2=O)cc1
  0, -0.2, -0.6, -2, 16, -0.4, -7, 0, 6
- CN(C)CCCNS(=O)(=O)c1ccc(Oc2ncc(C(F)(F)F)cc2Cl)cc1
  3, 2.8, -1.1, -3, -2, -1.3, 6, 0, -6
- CCOc1ccccc1N(CC(=O)Nc1ccc(OC)c(OC)c1)S(=O)(=O)c1ccccc1
  ., -1.2, -1.1, 1, 19, 1.1, -4, 3, -3
- O=C(CSC(=S)N1CCN(c2ccccc2)CC1)Nc1nc(-c2ccccc2)c(-c2ccccc2)o1
  0, -0.5, -4.0, -4, 10, 1.2, -17, -4, 4
- O=[N+]([O-])c1ccc(-c2cn3ccccc3n2)cc1
  2, -2.8, -2.8, -6, 18, 0.5, 4, -1, -22
- COC(=O)[C@]1(C)N[C@H](CN(C)S(=O)(=O)c2ccc(OC)cc2)[C@@H]2C(=O)N(C)C(=O)[C@@H]21
  0, 0.1, -0.7, 0, -6, 0.4, 2, -3, 10
- O=C(CSCc1ccccc1)N1CCN(c2ccc(F)cc2)CC1
  -4, 2.4, -3.0, -3, -6, 3.3, -6, -2, 3
- O=[N+]([O-])c1ccc(S(=O)(=O)N2CCN(c3ccnc4cc(Cl)ccc34)CC2)cc1
  9, -0.4, -3.1, 2, -3, 0.5, -5, 1, -12
- Cc1oc(-c2ccccc2F)nc1CN1CCC(C(=O)NC2CCCc3ccccc32)CC1 (stereo unspecified)
  -8, -0.2, -3.9, 14, -10, 0.2, -1, -2, -5
- CCN(CC)S(=O)(=O)c1ccc(-c2csc(C)n2)s1
  ., -1.5, -1.0, -1, 12, 1.8, 6, -14, -11
- c1ccc(-c2n[nH]nc2-c2ccccc2)cc1
  5, 0.4, -1.3, -7, -6, 1.8, 1, -3, 2
- CCOc1ccc(N(CC(=O)NCC2CCCO2)S(=O)(=O)c2ccc(C)cc2)cc1 (stereo unspecified)
  -2, -0.9, ., 5, 12, -7.0, -3, 2, -6

Going on with the list.
Values run as follows: BoNT-F LC inh, BioA inh, FadD28 binding, Rv3671c inh, GDH-TPI inh, UGM FP inh, MazF activator, Mtb FBA inh, PrPC surface inh
- COc1ccc2[nH]c3c(=O)n(Cc4ccc(C(=O)N5CCCCCC5)cc4)c(=S)[nH]c3c2c1
  -6, ., -1.8, 4, -3, -2.0, 8, 5, -6
- COc1ccccc1-c1ccc(SCC(=O)NCc2ccc3c(c2)OCO3)nn1
  -9, ., 0.6, 1, -4, -1.5, -3, -2, 3
- O=C(COc1ccccc1)N1CCN(C(=O)COc2ccccc2)CC1
  3, -1.6, ., -4, -4, 0.3, -1, 2, .
- CSC[C@H]1CN(CCc2ccccc2)C(=O)[C@@H]1CC(=O)Nc1ccc(Br)cc1
  -1, -1.7, -7.5, ., 10, ., 3, -2, -3
- COc1ccc(CNC(=O)C2CCCN(c3nn4c(=O)cc(C)nc4s3)C2)cc1 (stereo unspecified)
  2, -1.7, -3.1, 7, 7, -3.4, 5, 0, 2
- O=C(CSc1nnc(-c2ccc(F)cc2)o1)Nc1ccc(S(=O)(=O)N2CCCC2)cc1
  -8, -1.6, 0.3, -20, 14, 3.6, 0, 3, 1
- COc1ccc(OCc2cc(C(=O)NC(C)Cn3cncn3)no2)c(Cl)c1 (stereo unspecified)
  2, -0.4, -0.4, -2, 0, 4.5, 4, 6, -7
- CCOc1cc(/C=C(\C#N)c2nc(-c3cccs3)c(NC(C)=O)s2)ccc1O
  -10, ., 0.9, 3, 8, -6.2, -58, -18, -14
- Cc1cccc(NC(=S)NCCO)c1C
  -1, ., -2.4, -4, 2, 2.4, 0, 3, 4
- Cc1sc(-n2c(C)cc(/C=C3\SC(=S)NC3=O)c2C)c(C#N)c1C
  -2, -0.7, 17*, -10, 21, -1.7, 1, -9, -1
- Cc1cc(C)cc(-n2c(C)cc(/C=N/NC(=O)c3cccc([N+](=O)[O-])c3C)c2C)c1
  -5, -1.4, -2.0, 8, -8, 1.7, 2, -3, -5
- O=C(CNC(=O)c1ccccc1F)NC1CC1
  2, 0.9, -2.3, -1, -5, 1.8, 4, -1, 1
- O=C(CSc1ccccn1)Nc1ccc(Cl)c([N+](=O)[O-])c1
  2, ., -0.1, -6, 2, 0.3, 4, 2, 10
- Cc1ccc(-c2csc3ncnc(OCC(=O)NC(=O)NCc4ccco4)c23)cc1
  7, -5.3, -3.8, -23, 7, 2.8, -9, 2, -6
- COc1ccc(NC(=O)CCS(=O)(=O)c2ccc3c(c2)CCCN3C(C)=O)cc1Cl
  -2, 2.3, -0.6, -8, 3, -0.2, -2, 0, 7
- CCOc1ccc(S(=O)(=O)N/N=C(\C)C2CCCCC2)cc1
  2, ., 0.6, -1, -2, 1.3, 5, -1, 1
- O=c1c2ccccc2nc(/C=C/c2cccc([N+](=O)[O-])c2)n1CCO
  2, ., -2.2, -5, -1, -5.4, -3, 1, 7
- COc1ccc(OC)c(NC(=O)NNC(=O)COc2ccc(F)cc2F)c1
  10, 0.9, 0.1, -9, -1, 2.7, 5, 0, -4
- CCOC(=O)CSc1nnc(CNC(=O)c2ccc(OC)cc2)n1-c1ccc(OC)cc1
  8, 10, 1.0, -2, 15, 1.8, -1, 0, 2
- O=C(O)/C(=C\c1ccc(-c2ccc(F)cc2)o1)c1ccccc1
  -3, ., 2.9, ., 13, ., -4, 19, -7
- Cc1ccc(C)c(S(=O)(=O)N/N=C/c2ccc(F)cc2)c1
  -2, ., 0.0, -3, -3, -0.2, 0, 1, -3
- Cc1cc(C(=O)N/N=C/c2ccco2)n[nH]1
  -3, ., 0.0, -1, 5, -0.7, 6, -3, 4
- O=C(NC1CCCC1)c1cc2c(ccc3ccccc32)o1
  -7, -0.3, -1.5, -8, -3, -3.7, 3, 40*, 7
- NC(CCc1ccccc1)c1csc(NC(=O)NCC2CCCCC2)n1 (stereo unspecified)
  -22, -2.1, -1.8, ., 4, ., ., -2, 11
- O=S1(=O)CCOC[C@H](Cc2ccccc2)N1Cc1ccccc1F
  -1, -1.6, -0.8, -7, 0, 2.4, -2, -1, -2

High-throughput results as filed in PubChem.
